ERK AVP inh: qHTS Assay for Inhibitors of the ERK Signaling Pathway using a Homogeneous Screening Assay. AID 995, 2007. Potency, µM (titrated, usually from 57.5 µM), for inactives: at the highest dose activity, negative = inhibition, actives largely listed as inhibitors. 72,000 compounds, 0.99% hits. HEK293-V1b, vasopressin-stimulated pERK AlphaScreen; further: potency means the concentration at half of the fitted maximal effect; on the % scale 0 is the no-effect control and ±100 the full control effect; nearly all actives have a fitted effect of over 55% in size
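HEK293 cells stably expressing V1b receptor, seeded overnight in 1% FBS, were treated with compounds for 30 min at 37C, then stimulated 5 min with 25 nM vasopressin; phospho-ERK read by AlphaScreen SureFire after lysis.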
HEK293 cAMP ctrl: qHTS Assay for Agonists of the Thyroid Stimulating Hormone Receptor: Activators of Intracellular cAMP Concentrations in Parental HEK 293. parental HEK293 CNG cAMP sensor, membrane potential fluorescence. Potency, µM (series often up to 57.1 µM), for inactives: at the highest dose activation, actives largely listed as activators. 73,000 compounds, 2.5% hits. AID 938, 2007; further: potency means the concentration at half of the fitted maximal effect; % of control where 0% means no effect; nearly all actives have a fitted effect of over 55% in size
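Parental HEK 293 cells stably expressing a cAMP-gated CNG channel were loaded with membrane potential dye containing 100 uM RO 20-1724 for 60 min. Compound added for 30 min; depolarization read as fluorescence intensity at 590 nm.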
FLuc inh: qHTS Assay for Inhibitors of Firefly Luciferase. Luciferin 4-monooxygenase (Photinus pyralis), P08659. purified firefly luciferase, luminescence, 8 min. Potency, µM (highest dose often 57.1 µM), inactives show at the top dose activity change, negative = inhibition, hits mostly inhibitors. 72,000 compounds, 2.2% hits; further: potency means the concentration at half of the fitted maximal effect; on the % scale 0 is the no-effect control and ±100 the full control effect; nearly all actives have a fitted effect of over 40% in size
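qHTS concentration-response profiling: light output of P. pyralis luciferase with luciferin and 10 uM ATP, imidazole buffer pH 7.2. Read by luminescence after 8-min room-temperature incubation.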
Caspase-1 inhib: qHTS Assay for Allosteric/Competitive Inhibitors of Caspase-1; P29466; Caspase-1 enzyme, Ac-WEHD-AFC fluorogenic rate; Potency, µM (series often up to 57.5 µM), without a hit: top-dose activity change, negative = inhibition, actives largely listed as inhibitors; 75,000 compounds, 0.03% hits;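 further: potency means the concentration at half of the fitted maximal effect; plate controls were vehicle for no effect and no substrate for full effect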
Tau fil binding: qHTS Assay for Tau Filament Binding; Potency, µM (series often up to 57.1 µM), for the others: at the highest dose activity change, negative = inhibition; AID 596, 2007; Microtubule-associated protein tau (Homo sapiens), P10636; recombinant tau filaments, thioflavin S fluorescence, 15 h; filaments grown with octadecylsulfate alongside compound; 71,000 compounds, 2% hits;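 further: potency means the concentration at half of the fitted maximal effect; on the % scale 0 is the no-effect control and ±100 the full control effect; actives lower thioflavin S fluorescence by blocking filaments or displacing dye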
Target sequence (P10636 whole entry, looked up): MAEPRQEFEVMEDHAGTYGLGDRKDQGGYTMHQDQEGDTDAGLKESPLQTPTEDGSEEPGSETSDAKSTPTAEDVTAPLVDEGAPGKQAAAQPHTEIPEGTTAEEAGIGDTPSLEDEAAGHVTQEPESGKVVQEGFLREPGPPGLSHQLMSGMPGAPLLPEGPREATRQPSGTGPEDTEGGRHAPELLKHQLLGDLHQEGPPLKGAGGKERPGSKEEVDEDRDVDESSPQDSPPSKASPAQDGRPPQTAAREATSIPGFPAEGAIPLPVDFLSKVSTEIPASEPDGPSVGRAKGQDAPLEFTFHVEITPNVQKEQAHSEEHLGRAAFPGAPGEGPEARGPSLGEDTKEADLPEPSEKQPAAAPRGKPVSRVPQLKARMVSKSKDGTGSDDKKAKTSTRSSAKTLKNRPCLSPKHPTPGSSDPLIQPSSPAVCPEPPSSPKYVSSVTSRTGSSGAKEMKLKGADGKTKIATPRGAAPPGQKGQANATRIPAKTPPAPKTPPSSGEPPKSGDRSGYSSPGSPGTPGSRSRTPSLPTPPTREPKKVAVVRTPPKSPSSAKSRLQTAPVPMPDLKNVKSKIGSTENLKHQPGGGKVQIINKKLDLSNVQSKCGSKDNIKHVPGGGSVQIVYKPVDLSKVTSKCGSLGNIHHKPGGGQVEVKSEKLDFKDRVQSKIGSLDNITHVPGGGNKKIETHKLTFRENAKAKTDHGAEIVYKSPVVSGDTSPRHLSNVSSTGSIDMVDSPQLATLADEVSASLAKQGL
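Thioflavine S fluorescence (ex 450, em 510 nm) reports filaments formed from 1 uM human tau plus 30 uM ODS over 15 h at 37 C (10 mM HEPES pH 7.4, 100 mM NaCl, 5 mM DTT); compounds displacing dye or blocking filaments lower signal.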
HADH2 inh: qHTS Assay for Inhibitors of HADH2 (Hydroxyacyl-Coenzyme A Dehydrogenase, Type II); 73,000 compounds, 3.4% hits; Potency, µM (doses to about 57.1 µM), inactives show top-dose activity change, negative = inhibition, usual class: inhibitors; recombinant HADH2, NADH fluorescence, beta-hydroxybutyryl-CoA; 3-hydroxyacyl-CoA dehydrogenase type-2 (Homo sapiens), Q99714; further: potency means the concentration at half of the fitted maximal effect; on the % scale 0 is the no-effect control and ±100 the full control effect; nearly all actives have a fitted effect of over 60% in size; many of its hits are not listed in these tables
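NADH fluorescence (ex 360/em 450 nm) read every 30 s for 4 min; activity taken as last-minus-first time point difference. Enzyme 20 nM, NAD+ 1 mM, beta-hydroxybutyryl-CoA 90 uM, pH 9.0 Tris buffer.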
Fluorescein autfl: qHTS Assay for Spectroscopic Profiling in Fluorescein Spectral Region; Compound autofluorescence, 480/540 nm, fluorescein-equivalent; active compounds read high; max fluorescein-equivalent concentration, M; 59,000 compounds, 0.91% hits; AID 593, 2007; in the data active means max fluorescein-equivalent concentration above about 10 nM; inconclusive means between about 1.1 nM and that limit
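First, buffer (100 mM Tris, pH 8.0) dispensed; second, compounds and fluorescein standards pinned in; third, 15 min room-temperature incubation; finally, imaging at ex 480 nm/em 540 nm. Fluorescence normalized against the six-point fluorescein curve.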
Caspase-7 inhib: qHTS Assay for Allosteric/Competitive Inhibitors of Caspase-7 | P55210 | recombinant caspase-7, Ac-DEVD-AFC fluorescence rate | Potency, µM (doses to about 57.5 µM), for inactives: at the top dose activity change, negative = inhibition, hits mostly inhibitors | 75,000 compounds, 0.02% hits; active means well fitted inhibition curve with a large enough effect in the main read-out, with a control signal flat, not every such curve was filed as active; inconclusive means small, poorly fitted or top-dose-only effect, or a change in a side signal; further: potency means the concentration at half of the fitted maximal effect; % of control where 0% means no effect
Target sequence (P55210 24-198 limits assumed): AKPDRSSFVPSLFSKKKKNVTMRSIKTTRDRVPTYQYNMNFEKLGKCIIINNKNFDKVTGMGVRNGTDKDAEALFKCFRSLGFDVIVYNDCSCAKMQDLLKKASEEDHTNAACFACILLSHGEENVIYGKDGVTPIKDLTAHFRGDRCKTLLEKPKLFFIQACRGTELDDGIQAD
Target sequence (P55210 207-303 limits assumed): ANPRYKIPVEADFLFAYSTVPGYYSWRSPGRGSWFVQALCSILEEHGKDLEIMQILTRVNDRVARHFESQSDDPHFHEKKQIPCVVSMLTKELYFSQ
Rhodamine autofl: qHTS Assay for Spectroscopic Profiling in Rhodamine Spectral Region; 59,000 compounds, 0.05% hits; Rhodamine-region fluorescence, 547/598 nm, Tris buffer; active compounds read high; AID 594, 2007; max dye-equivalent concentration, M; in the data active means max dye-equivalent concentration above about 11 nM; inconclusive means between about 1.1 nM and that limit
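Read-out is relative fluorescence at 547 nm excitation and 598 nm emission, expressed as dye-equivalent concentration using rhodamine standards on every plate. Each compound was profiled across a concentration series after 15 min in 100 mM Tris, pH 8.0.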
Texas Red fluor: qHTS Assay for Spectroscopic Profiling in Texas Red Spectral Region | 59,000 compounds, 0.06% hits | Compound fluorescence, Texas Red channel, 547/618 nm; active compounds read high | max dye-equivalent concentration, M; in the data active means max dye-equivalent concentration above about 10 nM; inconclusive means between about 1.1 nM and that limit
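Spectral interference profiling: each compound concentration's relative fluorescence, read with a 547 nm excitation and 618 nm emission filter pair, was normalized to a per-plate Texas Red standard curve.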
USP2a inhib: qHTS Assay for Inhibitors of Ubiquitin-specific Protease USP2a; Ubiquitin carboxyl-terminal hydrolase 2 (Homo sapiens), O75604; USP2a enzymatic assay, qHTS inhibition; Potency, µM (top dose mostly 38.3 µM), for the others: at the top dose activity change, negative = inhibition, actives largely listed as inhibitors; 60,000 compounds, 0.1% hits;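 further: potency means the concentration at half of the fitted maximal effect; nearly all actives have a fitted effect of over 60% in size; plate controls were DMSO for no effect and NEM full inhibition control for full effect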
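USP2 core (20nM final) preincubated 30 min RT with compound, then Ub-PLA2 20nM and NBD C6-HPC 20uM final added; buffer 20mM Tris-HCl pH 8.0, 2mM CaCl2. Fluorescence Ex 460/Em 535 read at 0 and 2.5 h; normalized to NEM.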
* hit, by the source's call; i = inactive; ? = inconclusive; . = no result given; [ ] = dose if it differs, or a comment. Unless noted, the call rests on the fitted dose curve; in most records, active means well fitted curve in the direction sought with a large enough effect; inconclusive means small, poorly fitted or top-dose-only effect, or another doubt; inactive means no such curve, though single readings can be large; an effect the other way counts as inactive or inconclusive. These rows are one share of the data; rates above refer to the full screens.

Start of the listing, in advance (two entries):
SMILES	ERK AVP inh	HEK293 cAMP ctrl	FLuc inh	Caspase-1 inhib	Tau fil binding	HADH2 inh	Fluorescein autfl	Caspase-7 inhib	Rhodamine autofl	Texas Red fluor	USP2a inhib
COc1ccccc1-c1ccc(=O)n(CC(=O)NCc2ccc3c(c2)OCO3)n1	-6%	4%	-2%	-5%	-4%	13%	?	2%	i	i	10%
O=C(c1ccco1)N1CCN(CC(=O)N2CCCc3c2c(=O)oc2ccc(O)cc32)CC1	9%	4%	3%	-1%	8%	-10%	i	0%	i	i	7%

The whole of this part, from the first entry:
SMILES	ERK AVP inh	HEK293 cAMP ctrl	FLuc inh	Caspase-1 inhib	Tau fil binding	HADH2 inh	Fluorescein autfl	Caspase-7 inhib	Rhodamine autofl	Texas Red fluor	USP2a inhib
COc1ccccc1-c1ccc(=O)n(CC(=O)NCc2ccc3c(c2)OCO3)n1	-6%	4%	-2%	-5%	-4%	13%	?	2%	i	i	10%
O=C(c1ccco1)N1CCN(CC(=O)N2CCCc3c2c(=O)oc2ccc(O)cc32)CC1	9%	4%	3%	-1%	8%	-10%	i	0%	i	i	7%
Cc1nn(-c2ccccc2)c2[nH]c(=O)c(CNc3ccc4c(c3)OCCO4)cc12	-27%	-8%	-22%	?	-28%	3%	?	-11%	i	i	12%
O=S(=O)(c1ccccc1)N1CCC2(CCCN(c3ccccc3)C2)CC1	16%	25µM*	0%[11.4 µM]	-7%	-5%	-1%	i	-3%	i	i	15%
O=C(NCC1CCS(=O)(=O)C1)Oc1ccccc1 (configuration not stated)	7%	-1%[11.4 µM]	0%	1%	14%[11.4 µM]	1%[11.4 µM]	.	-2%	.	.	-2%[7.66 µM]
COc1cccc(Cn2c(=O)c(-c3ccc(Cl)cc3)nc3cncnc32)c1	?	15%	-1%[11.4 µM]	-16%	25µM*	-10%	?	-25%	i	i	170%[activator]
CCN(CC)CCNC(=O)C1c2ccccc2C(=O)N(C)C1c1cn(C)c2ccccc12 (configuration not stated)	10%	19%	2%	0%	13%	-5%	?	3%	i	i	-3%
CCOC(=O)N1CCN(C(=O)c2ccc(CNS(=O)(=O)c3ccc(C)cc3)cc2)CC1	13%	?	3%	0%	-5%	-6%	?	-4%	i	i	7%
Cn1nc(-c2ccc(N3CCOCC3)c(NC(=O)c3ccccc3)c2)c2ccccc2c1=O	-26%	29%	3%	-2%	39%	-7%	?	-3%	i	?	23%
CCOc1ccccc1-n1c(SCC(=O)NC2CCCC2)nnc1-c1ccoc1C	12%	?	0%	1%	-4%	23%	?	1%[0.00368 µM]	i	i	-3%
CS(=O)(=O)N(CCc1ccccc1)CC(=O)NCc1ccccn1	-2%	-2%	2%	-1%	-4%	0%	i	0%	i	i	4%
N#CC(C(=O)c1ccc(S(=O)(=O)N2CCCCCC2)cc1)c1nc2ccccc2[nH]1 (configuration not stated)	?	?	-32%	?	-4%	162%[activator]	?	1%	i	i	7%
O=C(OCn1nnc2ccccc2c1=O)c1ccc2ncsc2c1	17%	2%	0%	-2%	-13%	-8%	i	-3%	i	i	55%[activator]
O=C(O)CCc1ccc(-c2ccccc2)n1Cc1ccco1	-13%	21%	2%	-6%	-10%	-17%	i	-7%	i	?	18%
CC(=O)N1CCC(C(=O)Nc2ccccc2)(N(Cc2ccccc2)C(=O)c2cccnc2)CC1	-11%	37%	2%	0%	-1%	-1%	i	1%	i	?	7%
O=c1c2ccccc2nc2n1CCS2	1%	4%	-2%	1%	-4%	0%	i	0%	i	i	-6%
COc1ccccc1-n1cnnc1SCC(=O)Nc1cc(C(C)(C)C)nn1-c1ccccc1	-3%	8%	0%	2%	5%	-2%	i	2%	i	?	24%
C=C(C)CSCc1nc2ccccc2[nH]1	1%	21%	-4%	0%	-1%	10%	i	-5%	i	i	0%
COCCn1c(=O)c(-c2cccc(C#N)c2)nc2cnc(OCc3ccccc3)nc21	-11%	5%	-4%[11.4 µM]	?	25µM*	11%	i	-26%	i	i	27%
Cc1nc2ccccc2n1CCC(=O)Nc1cccc(F)c1	11%	?	-5%	2%	-2%	4%	?	-1%	i	i	2%
O=C(NCc1ccco1)c1cc2c(s1)CCCCC2	-9%	17%	?	-3%	-12%	?	i	-6%	i	i	27%
Cc1noc(C)c1-c1nccc(NCCN2CCOCC2)n1	13%	-5%	0%[2.29 µM]	0%	4%	-2%	?	-3%	i	i	11%
O=C(c1cccc(F)c1)N1CCC2(CC1)CN(c1cccc(-c3ccccc3)c1)C2	?	18%	-5%[11.4 µM]	-6%	-12%	-22%	i	-3%	i	i	83%[activator]
CCCC(c1nnnn1CS(=O)(=O)c1ccc(C)cc1)N1CCN(c2ccc(F)cc2)CC1 (configuration not stated)	-13%	10%	-7%	-1%	-4%	8%	i	-3%	i	?	18%
COc1ccc(-c2nc(CSCC(=O)N3CCC(C(N)=O)CC3)c(C)o2)cc1OC	-25%	0%	-2%	1%	-12%	?	.	-2%	.	.	.
O=C(O)/C=C\C(=O)Nc1ccccn1	-11%[11.5 µM]	17%[11.4 µM]	1%[11.4 µM]	2%[11.5 µM]	-21%[11.4 µM]	7%[11.4 µM]	?	0%[11.5 µM]	i	i	.
N#Cc1ccc(CSc2nnc(NC(=O)CN3C(=O)C4CC=CCC4C3=O)s2)cc1 (configuration not stated)	12%	?	2%	-13%	14%	-3%	i	-4%	i	i	26%
O=C(Nc1ccccn1)N1CCOCC1	8%	0%	-39%	0%	-2%	1%	i	6%	i	?	-10%
O=C1CN(c2ccccc2Cl)C(=O)CN1c1ccccc1Cl	3%	-2%	0%	4%	8%	8%	?	1%	i	?	13%
CO[C@@H]1/C=C\CC(=O)N[C@@H](C)C(=O)OC[C@@H](OC)[C@H](C)/C=C\CC(=O)OC[C@H]1C	-2%[11.5 µM]	-2%[11.4 µM]	1%[11.4 µM]	1%[11.5 µM]	.	3%[11.4 µM]	.	-1%[11.5 µM]	.	.	.
CCCSc1oc(-c2ccco2)nc1S(=O)(=O)c1ccccc1	0%	25µM*	3%	-2%	-4%	-4%	i	-6%	i	i	-8%
CC(=O)c1cnc(Nc2nc(C)c3ccccc3n2)nc1C	33%	3%	0%	-1%	2%	-6%	i	-1%	i	i	-1%
COc1ccc(OC)c(C(=O)CSc2nnc(-c3cccs3)o2)c1	3%	10%	5%	-8%	1%	25µM*	i	-3%	i	i	.
Cc1ccc(S(=O)(=O)N2CCOCC2)cc1C(=O)NCc1ccco1	3%	14%	4%	0%	3%	2%	i	.	i	i	-17%
COc1ccc(NC(C)=O)cc1NC(=O)CN1CCN(C2c3ccccc3-c3ccccc32)CC1	-23%	19%	0%	-4%	32%	2%	?	-3%	i	?	?
COc1cccc(Cn2c(=O)cnc3cnc(Oc4ccccc4)nc32)c1	?	12%	1%[11.4 µM]	-2%	-27%	1%	i	-4%	i	i	127%[activator]
COc1ccccc1OCc1nc2ccccc2[nH]1	-5%	5%	?	-1%	-12%	7%	i	-2%	i	i	7%
COc1ccc(C2C(C(C)=O)=C(C)Nc3ncnn32)cc1OC (configuration not stated)	-13%	4%	1%	1%	6%	-13%	i	-2%	i	i	-3%
CN1CCN(C(=O)c2ccc(COc3ccc(Cl)cc3Cl)cc2)CC1	1%	13%	-21%	-1%	5%	11%	i	-2%	i	?	60%[activator]
CN1CCN(c2ccccc2NC(=O)c2cc(Br)ccc2Cl)CC1	-9%	-1%	-1%	1%	-6%	4%	i	2%	i	?	2%
Cn1c(=O)c2c(nc(CN3CCC(C(N)=O)CC3)n2CCc2ccccc2)n(C)c1=O	8%	5%	0%	0%	12%	0%	?	-1%	i	?	-11%
CCC(=O)OCCn1c(=O)c2cc3c(=O)n(CCOC(=O)CC)c(=O)c3cc2c1=O	5%	5%	0%	1%	-8%	15%	.	0%	.	.	0%
CCC1CCCCN1CCCNC(=O)COc1cc(=O)n(C)c2ccccc12 (configuration not stated)	10%	-8%	1%	2%	10%	7%	i	0%	i	?	-2%
COC(=O)c1ccccc1NC(=O)C1CCCCC1C(=O)O (configuration not stated)	-3%	?	3%	-5%	8%	-6%	i	-1%	i	i	0%
N#CC(C(=O)NCc1ccco1)c1nc2ccccc2nc1N1CCOCC1 (configuration not stated)	-30%	15%	1%	?	4µM*	-2%	i	?	i	i	33%[activator]

From PubChem BioAssay
